GLD-1 RNA inh: GLD-1-TGE RNA interaction inhibition (C. elegans) | purified GLD-1 + fluorescein TGE RNA, fluorescence polarization | inhibition, % at 5.96 µM | 320,000 tested, 0.44% active | AID 2280;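 active = percent inhibition above a per-plate cutoff, the plate mean of test compounds plus 3 SD, cut at about 30% in these data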;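 also: 0% = DMSO wells with GLD-1 and probe and 100% = wells lacking GLD-1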
Target sequence (Q17339 whole entry, looked up): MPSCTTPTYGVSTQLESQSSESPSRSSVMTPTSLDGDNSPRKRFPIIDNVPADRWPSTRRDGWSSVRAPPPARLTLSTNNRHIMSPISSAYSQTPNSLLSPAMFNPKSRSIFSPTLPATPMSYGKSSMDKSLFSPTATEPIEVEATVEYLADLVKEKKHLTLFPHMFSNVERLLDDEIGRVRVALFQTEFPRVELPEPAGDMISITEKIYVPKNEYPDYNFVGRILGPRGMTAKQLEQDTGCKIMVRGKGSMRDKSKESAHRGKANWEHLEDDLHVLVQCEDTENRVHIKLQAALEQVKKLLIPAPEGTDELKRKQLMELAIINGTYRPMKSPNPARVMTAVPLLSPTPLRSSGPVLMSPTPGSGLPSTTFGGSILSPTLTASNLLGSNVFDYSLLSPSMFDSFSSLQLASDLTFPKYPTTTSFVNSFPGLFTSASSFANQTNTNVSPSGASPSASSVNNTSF
PME-1 primary: blocks human protein phosphatase methylesterase 1; Q9Y570; recombinant PME-1, FP-Rh probe fluorescence polarization; inhibition, % at 5.9 µM; 320,000 tested, 0.53% active; AID 2130;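 active = inhibition above the campaign mean of all compounds plus 3 SD, cut at about 26% in these data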;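 also: competitive labeling of PME-1 active site by serine hydrolase directed probe; 0% = PME-1 with DMSO and 100% = wells lacking PME-1 enzyme; inhibitors block probe labeling so polarization falls and inhibition rises; many of its hits are not listed in these tables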
Fam108B inh: counter-screen for RBBP9 inhibitors: inhibitors of mouse Fam108B. recombinant Fam108B, FP-Rh probe fluorescence polarization. inhibition, % at 9.51 µM. 300,000 tested, 0.33% active. AID 1947;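 active = inhibition above the screen mean inhibition plus 3 SD, computed separately per campaign, cut at about 18% in these data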;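 also: inhibitors lower polarization as less probe binds the enzyme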
GRK2 inh: blocks RNA aptamer binding to human GRK2 | P25098 | bead flow cytometry, FAM-aptamer displacement from GRK2 | inhibition of aptamer binding, % at 10 µM | 330,000 tested, 0.59% active | AID 488847;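 active = inhibition of aptamer binding above 40%, roughly 3 SD of noise, on plates passing a quality check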;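 also: median bead fluorescence of bound FAM aptamer so fluorescent compounds give negative values; no value below 0 was filed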
VLA-4 inh: inhibition in a human VLA-4 binding assay | inhibition, % (about 7 µM as worked out from the volumes in the protocol) | 330,000 tested, 0.2% active | VLA-4 expressing cells, ligand binding flow cytometry; in the data active = inhibition above about 50%
MCL1 BIM primary: inhibitors of human MCL1 binding to BIM-BH3 peptide; Q07820; GST-MCL1 / FITC-Bim-BH3 fluorescence polarization; inhibition, % at 10.9 µM; 320,000 tested, 0.68% active; AID 2057;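 active = inhibition above the mean inhibition of all tested compounds plus 3 SD, set per campaign, cut at about 40% in these data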;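 also: 0% = DMSO wells and 100% = unlabeled Bim-BH3 peptide control; higher means more loss of mP so more displacement of Bim peptide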
Target sequence (Q07820 whole entry, looked up): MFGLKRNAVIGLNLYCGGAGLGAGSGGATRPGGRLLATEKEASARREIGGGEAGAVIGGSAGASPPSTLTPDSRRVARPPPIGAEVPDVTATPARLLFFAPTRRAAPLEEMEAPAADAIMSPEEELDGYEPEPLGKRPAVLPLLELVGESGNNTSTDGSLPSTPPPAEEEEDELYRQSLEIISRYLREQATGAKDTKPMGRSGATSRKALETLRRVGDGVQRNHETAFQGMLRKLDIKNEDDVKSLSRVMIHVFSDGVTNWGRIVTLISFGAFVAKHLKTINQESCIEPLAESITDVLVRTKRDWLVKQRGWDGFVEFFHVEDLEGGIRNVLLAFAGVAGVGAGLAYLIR
Efflux pump inh: blocks antifungal efflux pumps in multiplex yeast assay | S. cerevisiae Candida pump triplex, Nile Red efflux | inhibition, % at 10 µM | 330,000 tested, 0.44% active;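 active = plate passing quality check with inhibition over a set limit, or well fluorescence over plate mean plus 4 SD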;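 also: Nile Red retained in pooled yeast measured as flow cytometry median fluorescence; 0% = buffer negative control and 100% = Enniatin B positive control; higher means more Nile Red kept so more efflux inhibition; some compounds called inactive have numbers as strong as hits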
MEX-5 binding: C. elegans MEX-5 TCR-2 RNA binding activity; Q9XUB2; MEX-5/FITC-TCR2 RNA binding, fluorescence polarization; hits give low values; activity score (negative = inhibition of binding), % at 10 µM; 300,000 tested, 0.38% active;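 active = inhibition past about -25% in most replicates, and total fluorescence under double the plate's negative control median, limit read from the data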;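 also: 0% = DMSO and -100% = 5 µM competing unlabeled TCR2 RNA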
Bcl-xL primary: blocks human Bcl-xL binding to Bim BH3 peptide | GST-Bcl-xL / FITC-Bim BH3 peptide fluorescence polarization | 320,000 tested, 0.7% active | inhibition, % at 10.9 µM | AID 2129;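 active = inhibition above the mean of all tested compounds plus 3 SD, cutoff set per campaign, cut at about 30% in these data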;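 also: 0% = DMSO wells and 100% = unlabeled Bim-BH3 peptide competitor; inhibitors lower millipolarization by displacing the labeled peptide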
Target sequence (Q07817 whole entry, looked up): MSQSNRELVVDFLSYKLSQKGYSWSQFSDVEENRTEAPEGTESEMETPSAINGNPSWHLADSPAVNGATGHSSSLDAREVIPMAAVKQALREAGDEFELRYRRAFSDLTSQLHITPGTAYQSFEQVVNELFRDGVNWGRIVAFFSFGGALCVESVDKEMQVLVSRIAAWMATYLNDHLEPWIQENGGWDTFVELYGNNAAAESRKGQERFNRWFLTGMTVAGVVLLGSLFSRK
Active calls of the source: *; . = no result given. Some of the compounds tested. The share of hits here may be higher or lower than overall.

no. | canonical_smiles | Fam108B inh | GLD-1 RNA inh | VLA-4 inh | Efflux pump inh | GRK2 inh | MEX-5 binding | MCL1 BIM primary | PME-1 primary | Bcl-xL primary
1 | COc1ccc(S(=O)(=O)NCC2CCCN(C(=O)c3cccnc3)C2)cc1 (stereo not given) | 0 | 4 | 7 | -0.1 | 0 | 2.5 | -3 | 1 | 4
2 | COC(=O)c1ccc2ccccc2n1 | -5 | 5 | 19 | 0.3 | 0 | -0.2 | -10 | 1 | -4
3 | C=CCc1ccc(OC(=O)c2ccccc2)c(OC)c1 | 3 | 6 | 1 | 0.0 | 0 | 2.9 | 4 | -4 | -1
4 | O=C(N/N=C/c1ccc2c(c1)OCO2)c1cccs1 | -1 | 10 | 12 | -0.1 | 0 | 0.9 | 14 | 4 | 6
5 | O=C(Nc1ccc(Br)cc1)c1ccc(N2C(=O)C3CC=C(Cl)CC3C2=O)cc1 (stereo not given) | -25 | -6 | 32 | -0.2 | 2 | -1.7 | -11 | -26 | -2
6 | CC(=O)c1ccc(N=c2scc(C)n2C(C)C)cc1 | 2 | 3 | 3 | 0.0 | 6 | 0.6 | -6 | -7 | -1
7 | O=C(OCc1c(Cl)cccc1Cl)c1cnccn1 | 3 | 1 | -1 | 0.1 | 2 | -1.0 | 4 | 6 | 0
8 | COC(=O)CNC(=O)C(NC(=O)OCc1ccccc1)C(C)C (stereo not given) | 0 | 2 | -13 | -0.1 | 0 | 2.3 | 8 | 2 | 7
9 | CCOCC(=O)Nc1cccc(-c2nc3cccnc3s2)c1C | 4 | -3 | -18 | -0.2 | 0 | 0.5 | -2 | -5 | 3
10 | COC(=O)CSc1nnnn1-c1ccccc1 | 1 | -1 | 15 | 0.1 | 1 | 1.0 | 0 | 3 | 3
11 | CCCSC1=C(C#N)C(c2ccc(Cl)cc2Cl)CC(=O)N1 (stereo not given) | 0 | 1 | 16 | 0.3 | 1 | -1.8 | -8 | 5 | -5
12 | COc1ccc(OCc2nc(N)nc(Nc3ccccc3OC)n2)cc1 | 4 | 6 | -1 | 0.2 | 2 | 2.9 | 1 | -8 | 1
13 | COc1ccccc1NC(=S)NC(NC(=O)c1ccco1)C(Cl)(Cl)Cl (stereo not given) | 2 | 3 | -6 | -0.1 | 0 | 0.3 | 3 | -3 | 6
14 | CCNC(=S)N/N=C/c1cccc(C)c1 | -1 | 0 | -17 | 0.1 | 2 | -0.7 | 14 | -1 | 9
15 | CC(Oc1ccc([N+](=O)[O-])cc1)C(=O)NCC1CCCO1 (stereo not given) | 3 | 4 | -7 | 0.1 | 3 | -1.2 | 8 | 3 | 3
16 | O=C(CSc1nc2ccccc2[nH]1)NCc1ccccc1 | 3 | 4 | -1 | 0.0 | 4 | -0.7 | 2 | -14 | 4
17 | Cc1ccc2cc(C)c(SCC(=O)NCC3CCCO3)nc2c1 (stereo not given) | -1 | -4 | -7 | -0.1 | 0 | 2.1 | 1 | 1 | 0
18 | CCOc1ccc(C(=O)Oc2cc(C)[nH]c(=O)c2[N+](=O)[O-])cc1OCC | 3 | 1 | 6 | 0.1 | 0 | 0.5 | 0 | 3 | 4
19 | O=C(O)CN1C(=O)c2ccc(C(=O)c3ccccc3)cc2C1=O | 1 | 7 | 20 | 0.0 | 4 | 4.3 | 1 | -9 | 6
20 | CCCOc1ccc(C2NC(=S)NC(C)=C2C(=O)c2ccccc2)cc1OC (stereo not given) | 0 | -4 | 0 | 0.1 | 0 | 0.7 | 9 | -3 | -1
21 | CCCN(CCC)CCCNC(=O)CN1C(=O)CSc2ccc(S(=O)(=O)N3CCOCC3)cc21 | -5 | -4 | 11 | 0.1 | 1 | 0.0 | 6 | -2 | 5
22 | COc1ccc(OC)c(S(=O)(=O)NCc2ccc(N3CCN(C)CC3)cc2)c1 | 2 | 3 | 14 | 0.0 | 0 | 0.9 | -3 | -1 | 1
23 | O=C(O)C1C2C=CC(C2)C1C(=O)Nc1cccc(Cl)c1 (stereo not given) | -1 | -6 | -3 | -0.4 | 0 | 0.1 | 0 | -1 | 3
24 | COc1ccc(S(=O)(=O)N2CCN(c3nc(-c4cccnc4)nc4ccccc34)CC2)cc1 | . | 2 | 6 | 0.6 | 0 | . | -6 | 1 | -6
25 | CC(Sc1nc2ccc(Br)cc2[nH]1)C(=O)O (stereo not given) | -1 | 5 | 37 | -0.3 | 0 | 2.0 | -5 | -4 | 0
26 | CCOC(=O)COc1ccc(S(=O)(=O)c2ccc(OCC(=O)OCC)cc2)cc1 | 0 | 5 | 3 | 0.1 | 4 | -1.1 | 5 | -5 | 2
27 | CCN(CC)C(=O)CSc1nnc(-c2cccnc2)n1CCc1ccccc1 | -1 | 3 | -2 | -0.2 | 1 | . | -1 | 1 | 1
28 | COc1ccc(OC)c(NC(=O)C(=O)N/N=C/c2ccccc2[N+](=O)[O-])c1 | -5 | 6 | 16 | 0.2 | 0 | -0.8 | 8 | 3 | 5
29 | Cc1ccc(C2C(C(=O)c3cc4ccccc4o3)=C(O)C(=O)N2CCN2CCOCC2)cc1 (stereo not given) | -1 | 3 | -2 | -0.1 | 4 | -1.3 | -7 | 5 | 2
30 | O=C(CSCc1ccc(Cl)cc1)Nc1cccc(C(=O)O)c1 | 5 | 5 | 10 | -0.1 | 1 | -0.9 | 2 | 1 | 5
31 | COc1ccc(C(=O)Nc2c(N)nc(SCC(=O)c3ccccc3)[nH]c2=O)cc1 | 3 | 7 | 3 | 0.0 | 3 | 1.0 | 6 | 1 | 0
32 | CCCOC(=O)c1ccc(Oc2cn[nH]c2-c2ccc(OCC)cc2O)cc1 | -4 | 9 | 3 | -0.2 | 0 | -1.0 | 2 | -10 | -6
33 | Cc1csc(=O)n1CCC(=O)OCC(=O)N(CC(C)C)c1c(N)n(Cc2ccccc2)c(=O)[nH]c1=O | -7 | -2 | -1 | -0.1 | 1 | -1.2 | -27 | 9 | -1
34 | O=C(O)C1CCC(N2C(=O)c3c(Cl)c(Cl)c(Cl)c(Cl)c3C2=O)CC1 (stereo not given) | -3 | 0 | 6 | 0.1 | 6 | -3.4 | -7 | -5 | 3
35 | COc1ccc(S(=O)(=O)N2CCCOC2CNC(=O)C(=O)NCc2ccco2)cc1C (stereo not given) | 0 | 3 | -5 | -0.1 | 4 | -1.6 | -3 | 1 | 12
36 | CCOC(=O)C1CCCN(C(=O)c2cccc(S(=O)(=O)N(C)c3c(C)n(C)n(-c4ccccc4)c3=O)c2)C1 (stereo not given) | -4 | 3 | -3 | 0.0 | 0 | -0.6 | 5 | -7 | 4
37 | COc1c(Cl)cc(Cl)cc1/C=N/n1cnnc1 | 1 | -1 | -2 | 0.0 | 0 | -2.9 | 0 | 6 | 3
38 | CSc1ccccc1NC(=O)c1ccc(N2CC3CC(C2)c2cccc(=O)n2C3)c(NC(=O)c2cccnc2)c1 (stereo not given) | -3 | -3 | -6 | 0.0 | 2 | -0.5 | 3 | -1 | 3
39 | Cc1ccnc(NC(=O)CCC(=O)N(CC(=O)NCc2ccccc2)Cc2ccccc2)c1 | -3 | 9 | -6 | 0.1 | 0 | -0.7 | -8 | -2 | -1
40 | CCc1c(C)nc2ncnn2c1N1CCN(S(=O)(=O)c2ccc(OC)cc2)CC1 | -3 | -5 | -3 | 0.0 | 2 | -1.8 | 1 | 0 | -3
41 | O=C(NCCc1ccccn1)c1n[nH]c(=O)c2ccccc12 | -1 | -3 | 12 | -0.2 | 0 | -1.1 | 3 | 0 | 3
42 | COc1cc2c(cc1OC)C(Nc1ccc(S(N)(=O)=O)cc1)=NC(C)(C)C2 | -2 | -5 | 3 | 0.0 | 2 | 2.1 | 9 | -2 | 0
43 | COc1cc(Cl)cc(CN2CCC(CCC(=O)NC3CC3)CC2)c1OC | -3 | 8 | 12 | 0.0 | 1 | -1.8 | 12 | -1 | 6
44 | COc1cccc(O)c1CN1CCC(Oc2ccc(C(=O)NCc3ccccn3)cc2)CC1 | 2 | -3 | 6 | 0.0 | 0 | -2.2 | -9 | -2 | 0
45 | C/C(=N\Nc1ccc(Cl)c(C(=O)O)c1)c1ccccn1 | 3 | 3 | 6 | -0.1 | 1 | -0.6 | 2 | 1 | 9
46 | NC(=O)c1ccc(Oc2ccc3ccc(=O)oc3c2)c([N+](=O)[O-])c1 | 6 | 11 | -5 | 0.0 | 10 | -3.4 | 16 | 23 | 9
47 | O=C(COC(=O)CCc1c[nH]c2ccccc12)NCc1ccccc1 | -2 | 8 | 24 | -0.4 | 3 | 1.3 | 2 | 5 | 0
48 | CCCn1nnnc1NCc1ccc(N(C)C)cc1 | -1 | -1 | 3 | 0.0 | 0 | 0.0 | 11 | -1 | 9
49 | Nc1nnc(SCc2ccc([N+](=O)[O-])cc2)s1 | 2 | 3 | -2 | 0.1 | 4 | 0.6 | 8 | 1 | 6
50 | COc1ccccc1OCCSc1nc2ccccc2n1CCC(=O)O | 1 | 5 | 9 | 0.1 | 4 | 0.1 | 5 | -4 | 0

Going on with the list.
no. | canonical_smiles | Fam108B inh | GLD-1 RNA inh | VLA-4 inh | Efflux pump inh | GRK2 inh | MEX-5 binding | MCL1 BIM primary | PME-1 primary | Bcl-xL primary
51 | O=C(O)C(c1ccccc1)N1CCCCC1 (stereo not given) | -2 | 4 | 16 | -0.1 | 0 | 0.4 | 1 | -1 | 2
52 | CC(=O)N1CCc2cc(Br)cc(S(=O)(=O)NCc3ccc(Cl)cc3)c21 | 4 | -4 | -4 | -0.2 | 2 | -1.3 | 4 | 2 | 5
53 | OC(CN1CCNCC1)Cn1ccc2ccccc21 (stereo not given) | 11 | -1 | -9 | -0.1 | 0 | -0.4 | 5 | 5 | 1
54 | COc1ccc(Cc2nnc(SCC(=O)Nc3ccccc3C)n(N)c2=O)cc1 | -1 | -1 | -8 | 0.1 | 100* | 1.8 | 7 | -2 | -1
55 | O=C(CSCc1ccccc1)N1CCN(S(=O)(=O)c2cccc(F)c2)CC1 | 4 | -2 | 0 | 0.1 | 2 | 0.4 | 2 | 1 | 0
56 | CCCn1c(CN(C)Cc2ccccc2)nc2c1c(=O)n(C)c(=O)n2C | -3 | -1 | 20 | 0.0 | 5 | -1.1 | 2 | 5 | 7
57 | CC(C)c1nc(C(=O)N2CCc3c([nH]c4ccccc34)C2c2ccccn2)cs1 (stereo not given) | 1 | 4 | -7 | -0.2 | 0 | 1.6 | -4 | 1 | 3
58 | CCCOc1cccc(-c2cc(-c3n[nH]c(=S)n3CC)c3ccccc3n2)c1 | -1 | 8 | 1 | -0.1 | 0 | 1.6 | -10 | 3 | -6
59 | Cn1c(=O)c2ccccc2n(CC(=O)Nc2ccc3c(c2)OCCO3)c1=O | 4 | 4 | -3 | 0.0 | 0 | -1.2 | 6 | 3 | 6
60 | CCOC(=O)C1CCCN(C(=O)COc2ccc(C(=O)c3ccc(F)cc3)cc2)C1 (stereo not given) | . | 2 | -2 | -0.1 | 0 | . | . | . | .
61 | N#Cc1c(NCc2ccccc2)ccnc1Cl | 4 | 3 | -6 | 0.2 | . | 1.6 | 9 | 3 | 6
62 | CCCOc1ccccc1N/C(=N\S(=O)(=O)c1ccc(C)cc1)Nc1nc(C)cc(C)n1 | -3 | 3 | -2 | 0.0 | 0 | -1.7 | -6 | -6 | 2
63 | CC1CCCN(C(=O)Nc2ccc(Br)cc2Cl)C1 (stereo not given) | 2 | 9 | 12 | 0.1 | 0 | -0.8 | 8 | 2 | 0
